CHRM5 antagonist – CHRM5 antagonism in calcium assay; CHO-hM5 cells, Fluo-8 calcium fluorescence, ACh EC80; inhibition, % at 3 µM; 360,000 compounds, 0.59% hits; AID 624040;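 active means inhibition above a per-plate cutoff, the mean of that plate's test compounds plus 3 SD, cut at about 27% in these data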;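 further: 0% = acetylcholine EC80 with DMSO and 100% = DMSO without agonist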
Target sequence (P08912 whole entry, looked up): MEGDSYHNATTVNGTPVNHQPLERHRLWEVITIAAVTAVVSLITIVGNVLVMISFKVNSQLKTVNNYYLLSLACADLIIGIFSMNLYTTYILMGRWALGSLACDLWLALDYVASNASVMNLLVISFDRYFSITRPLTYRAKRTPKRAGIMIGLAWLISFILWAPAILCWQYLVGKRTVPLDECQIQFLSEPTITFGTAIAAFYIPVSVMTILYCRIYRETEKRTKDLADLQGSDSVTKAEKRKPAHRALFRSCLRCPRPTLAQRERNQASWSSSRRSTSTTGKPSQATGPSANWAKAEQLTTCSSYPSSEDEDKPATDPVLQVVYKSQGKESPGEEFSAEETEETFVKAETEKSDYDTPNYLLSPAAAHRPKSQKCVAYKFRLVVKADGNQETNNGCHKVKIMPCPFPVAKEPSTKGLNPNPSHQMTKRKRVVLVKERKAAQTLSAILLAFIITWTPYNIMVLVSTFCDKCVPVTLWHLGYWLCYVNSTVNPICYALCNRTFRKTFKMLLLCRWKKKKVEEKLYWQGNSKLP
CHO-K1 Ca PAM – counter-screen for M1 PAMs: effect in parental CHO-K1 cells. 360,000 compounds, 0.02% hits. AID 602247. activation, % at 3 µM. ATP EC20, Fluo-8 calcium fluorescence; 0% at ATP EC20, 100% at ATP max;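 active means activation above the run cutoff, the mean activation of all test compounds plus 3 SD, cut at about 40% in these data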;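 further: peak over basal fluorescence ratio in a 140 s read after ATP addition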
CRFBP-R2 agonist – CRF-BP/CRF-R2 complex agonism; 350,000 compounds, 0.46% hits; HEK293 CRF-R2/CRF-BP, calcium dye fluorescence (FLIPR); percent of saturating CRF peptide response; activation, % at 13.2 µM; AID 588473;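 active means activation of at least 50%, plus an integration ratio under a set limit after plate pattern correction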;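 further: plate controls were neutral control wells without compound for no effect and CRF at EC100 for full effect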
CHRM5 PAM – CHRM5 positive allosteric modulation; P08912; CHO-K1 hM5, Fluo-8 calcium, ACh EC20 PAM; 0% = ACh EC20, 100% = ACh EC100; activation, % at 3 µM; 360,000 compounds, 0.3% hits; AID 624038;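 active means activation above the run cutoff, the mean activation of all test compounds plus 3 SD, cut at about 18% in these data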
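Assay system: CHO-K1 hM5 cells. Also added: acetylcholine at EC20 concentration, added after compound. Dosing: 3 µM, single dose. Times: compound preincubation 140 s before EC20 acetylcholine addition. Signal: Fluo-8 calcium fluorescence. Measure: % activation relative to EC20 and EC100 ACh responses. Repeats: singlicate, one well per test compound.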
CRFR2-BP antag – blocks CRF-induced signaling of the CRF-BP/CRF-R2 complex; HEK293 CRF-R2/CRF-BP, CRF-induced calcium fluorescence; 350,000 compounds, 0.59% hits; inhibition, % at 11.8 µM;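 active means inhibition of the ligand-induced calcium signal above about 50% at the single tested concentration, limit read from the data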
M4 PAM – potentiates acetylcholine response at human M4 receptor. P08173. CHO-K1 hM4/Gqi5, Fluo-8 calcium fluorescence, ACh EC20; 0% = ACh EC20, 100% = maximal ACh. activation, % at 3 µM. 360,000 compounds, 0.4% hits;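 active means activation above its plate's cutoff, the mean activation of sample wells plus 3 SD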; further: some results filed as inactive read as strong as hits
TAAR1 antagonist – antagonists of human TAAR1; Q96RJ0; CHO RD-HGA16 TAAR1, Fluo-8 calcium fluorescence, antagonist; inhibition, % at 3 µM; 360,000 compounds, 1.5% hits; AID 624466;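 active means inhibition above a per-plate cutoff, the mean inhibition of test compounds on that plate plus 3 SD, cut at about 49% in these data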;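 further: 0% = DMSO plus EC80 beta-PEA response and 100% = DMSO alone without agonist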
Target sequence (Q96RJ0 whole entry, looked up): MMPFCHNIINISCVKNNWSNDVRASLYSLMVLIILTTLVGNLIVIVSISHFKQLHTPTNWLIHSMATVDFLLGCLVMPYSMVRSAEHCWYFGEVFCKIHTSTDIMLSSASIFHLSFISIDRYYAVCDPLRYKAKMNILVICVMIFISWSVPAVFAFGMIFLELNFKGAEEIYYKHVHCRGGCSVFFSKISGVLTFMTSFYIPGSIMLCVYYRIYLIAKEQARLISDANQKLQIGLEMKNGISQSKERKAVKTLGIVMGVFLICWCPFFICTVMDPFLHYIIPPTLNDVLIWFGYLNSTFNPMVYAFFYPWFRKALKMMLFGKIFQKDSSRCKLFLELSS
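Test system – hTAAR1-expressing CHO RD-HGA16 cells, Gα16-coupled · Reagent – β-PEA at EC80 concentration, post-compound challenge · Compound dosing – 3 µM, single point · Timing – 140 s kinetic read after compound, 140 s after agonist · Detection – Fluo-8 intracellular calcium dye fluorescence, real-time kinetic reads · Control set – DMSO and EC80 PEA controls · Repeats – n of 1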
TAAR1 ag – agonists of human TAAR1. activation, % at 3 µM. AID 624467. CHO RD-HGA16 TAAR1, Fluo-8 calcium fluorescence; vehicle wells 0%, saturating PEA agonist 100%. 360,000 compounds, 0.99% hits. Q96RJ0;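 active means activation above the mean activation of all test compounds in the run plus 3 SD, cut at about 38% in these data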
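Test system: RD-HGA16 (CHO) cells co-expressing Gα16 and hTAAR1 | Doses: Single dose, 3 µM | Schedule: 17-24 h seeding, 75 min 37 °C dye, 30 min RT | Evaluation: % activation from peak over basal fluorescence ratio, DMSO-to-PEA scaled | Technique: Kinetic Fluo-8 calcium fluorescence | Benchmarks: Low control DMSO, high control PEA (EC100)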
CHRM5 agonist – CHRM5 agonism in calcium assay. P08912. activation, % at 3 µM. 360,000 compounds, 0.19% hits. CHO-K1 hM5 cells, Fluo-8 calcium fluorescence; 0% DMSO wells, 100% maximal acetylcholine response;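 active means activation above the run's mean over test compounds plus 3 SD, cut at about 23% in these data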;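 further: signal is peak over basal fluorescence ratio across the kinetic read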
The depositor's hits bear a star; · = no result given. Compounds were not picked by outcome. Share with any hit: about 4.2%.

SMILES	CHRM5 antagonist	CHO-K1 Ca PAM	CRFBP-R2 agonist	CHRM5 PAM	CRFR2-BP antag	M4 PAM	TAAR1 antagonist	TAAR1 ag	CHRM5 agonist
Cc1nc2ccc(Br)cc2c(=O)n1Cc1cccs1	3	20	-5.5	7	-5	-6	-11	9	-1
COc1ccc(OC)c(NC(=O)CCNS(=O)(=O)c2cccc3nonc23)c1	2	17	0.4	7	-1	7	-4	3	-1
CC[N+](C)(CC)CC(=O)OCC1C(C)C=C(C)CC1C (stereo not drawn)	2	18	-0.4	-9	9	-13	-22	1	-18
O=[N+]([O-])c1cccc(/C([O-])=C(/C(=S)Nc2ccccc2)[n+]2ccccc2)c1	1	5	-0.4	-2	-11	-7	-19	1	-9
Nc1nc(SCC(=O)Nc2ccc(Cl)c([N+](=O)[O-])c2)n[nH]1	6	4	-1.0	-2	-4	1	14	2	-2
Cc1nc(C)c(-c2ccnc(/N=C/NO)n2)s1	-2	10	2.7	10	-12	12	3	0	-1
N#C/C(=C\c1ccc(C(=O)O)cc1)S(=O)(=O)c1cc(Br)ccc1Br	6	6	-0.4	-5	3	-8	15	0	2
c1ccc(-c2ccc(CNC3CC3)cc2)cc1	7	10	-1.6	-5	-2	-9	3	11	-4
Cc1nnc(SCC(=O)Nc2ccccc2C(=O)NC2CC2)s1	10	9	0.0	-8	12	-1	-10	4	-2
CC(=NCc1ccco1)c1c(C(F)(F)F)[nH]n(-c2nc3ccccc3s2)c1=O	2	21	-0.3	-7	0	6	8	1	3
N#C/C(=C/c1ccc(N2CCOCC2)o1)c1nc2ccccc2[nH]1	15	-10	128*	-6	-99	-6	28	49*	5
Cc1cc(N/N=C/c2ccc(Cl)cc2Cl)nc(NCc2ccccc2)n1	-7	17	1.5	-1	-36	-1	6	1	-4
O=C1CCN(C(=O)c2ccccc2)C2CCCCC12 (stereo not drawn)	5	22	-0.6	6	18	24	-4	4	-1
Cc1ccc2cc(C(=O)O)c(C)nc2c1	10	1	1.9	1	8	-2	-9	3	0
COc1ccc(C(=O)C2CCCN(Cc3c(F)ccc(F)c3F)C2)c(OC)c1 (stereo not drawn)	8	27	1.1	0	9	-3	-18	1	-2
CC(OC(=O)c1cc(S(=O)(=O)N2CCOCC2)ccc1F)C(=O)NC1CCCCC1C (stereo not drawn)	-1	0	-2.5	-2	-5	-1	12	1	1
CCOC(=O)CC(=O)Nc1nnc(CC(C)C)s1	5	9	1.2	2	-3	2	4	-1	-2
Cc1cccc(NS(=O)(=O)c2cc3c4c(c2)CC(=O)N4CCC3)c1C	-6	13	-1.2	8	8	3	-17	4	2
CCOc1ccc(-n2nc3ccc(NC(=O)c4ccc5c(c4)OCCO5)cc3n2)cc1	-3	3	2.0	-2	-14	10	-14	6	2
COc1ccc(CNC(=O)CCCSc2ccccc2)cc1	6	7	1.3	1	10	2	-6	-2	-4
Cc1cccc(N2C(=O)C3C4C=CC(C5CC45)C3C2=O)n1 (stereo not drawn)	7	17	3.3	6	-1	-5	-9	2	1
COc1ccc(Cc2c(-c3cccc(Br)c3)nc3c(C)cc(Br)cn23)c(C)c1	-4	-9	·	-4	·	0	-16	-1	-4
CSc1ccc(NC(=O)C2(C)CCN2C(=O)C2(c3ccccc3)CC2)cc1 (stereo not drawn)	7	9	·	-7	·	-2	10	-1	-1
O=C(COC(=O)[C@@H]1CC(O)CN1S(=O)(=O)c1ccc(Cl)cc1)NC(=O)NCc1ccccc1 (stereo partly drawn)	0	-19	0.0	-2	-13	6	-18	2	2
CC1Cc2nc(SCC(=O)N3CCc4ccccc43)n(C)c(=O)c2S1 (stereo not drawn)	6	12	-7.2	-2	-1	-1	-13	9	0

The list continues.
SMILES	CHRM5 antagonist	CHO-K1 Ca PAM	CRFBP-R2 agonist	CHRM5 PAM	CRFR2-BP antag	M4 PAM	TAAR1 antagonist	TAAR1 ag	CHRM5 agonist
Cc1ccc(C)c(S(=O)(=O)Nc2ccccc2C(=O)Nc2cc(C)on2)c1	12	-1	20	-19	-13	-4	0	5	4
COc1cccc(C(CNC(=O)c2ccc(Cl)c(S(=O)(=O)N3CCCC3)c2)N(C)C)c1 (stereo not drawn)	16	-9	-1.4	-24	-3	0	2	5	-9
N#CC1(C#N)COC23CCCCC2C1(C#N)C(=N)O3 (stereo not drawn)	2	6	5.8	-1	12	-6	7	9	0
COc1ccc(C(=O)NCC2(N3CCCCC3)CCCCC2)cc1S(=O)(=O)N(C)C	4	14	0.7	6	0	2	12	-2	-8
CCCCC(CC)C(=O)NCC(C)NC(=O)C(CC)CCCC (stereo not drawn)	-1	-2	-3.1	5	11	4	-15	-1	0
O=[N+]([O-])c1ccccc1S(=O)(=O)NCc1ccco1	6	-2	0.2	-1	-31	4	1	5	-2
COc1ccc(OS(=O)(=O)c2c(C)noc2C)cc1	-1	8	-0.1	-28	5	-15	6	-1	-15
CCOc1ccccc1NC(=O)N1C2CCCC1CC(NC(=O)C1CC1)C2 (stereo not drawn)	-5	-5	0.8	4	28	0	0	2	-3
O=C(CSc1ccc(-c2cccnc2)nn1)N1CCCCC1	1	11	1.5	-2	-3	0	-12	3	-4
CC12CC(NC(=O)N1c1ccc(C(=O)N3CCN(c4ccc(F)cc4)CC3)cc1)c1ccccc1O2 (stereo not drawn)	-1	15	-1.1	2	-7	-3	23	11	-1
CCN(CC)CCn1c2c(c(SCC(=O)Nc3ccc(C)c(F)c3)nc1=O)CCCC2	6	11	-0.2	-6	3	-4	-24	-2	-10
O=C(CCC1CC(=O)Nc2ccccc21)NCc1ccccc1 (stereo not drawn)	-2	33	1.4	2	9	3	-9	3	-3
CC(C)CN(C(=O)C(c1ccccc1)c1ccccc1)c1c(N)n(CC(C)C)c(=O)[nH]c1=O	-4	1	0.1	6	-10	-9	3	9	1
Cn1c(=O)c2c(nc(NCCCO)n2C/C=C/c2ccccc2)n(C)c1=O	-7	16	1.2	-6	-6	0	-6	8	-2
O=C1CC(NS(=O)(=O)c2cccnc2)CN1c1cccc(F)c1 (stereo not drawn)	5	3	-0.5	2	8	10	-3	1	1
COc1cccc(N2CCN(C(=O)c3ccc(CS(=O)Cc4ccc(Cl)cc4)o3)CC2)c1 (stereo not drawn)	13	13	-1.4	-9	-3	-7	0	2	0
Cc1ccc(S(=O)(=O)Nc2ccc(NC(=O)c3ccc(F)cc3)cc2)cc1	7	-6	0.6	-9	-5	1	10	5	0
O=C(Cn1c(C(=O)NCC2CCCO2)cc2sccc21)c1ccccc1 (stereo not drawn)	7	10	-3.1	-4	-7	-4	·	·	3
COCc1ccc(CN2CCC(Oc3ccc(C(=O)NCc4ccccn4)cc3)CC2)o1	5	0	-0.7	5	-9	1	-18	6	-5
CCCCCC(=O)NNC(=O)c1ccc(F)cc1	1	11	-0.2	1	53*	1	-4	1	-2
CCOc1ccc(S(=O)(=O)N2CCN(C(=O)Cc3ccc(S(=O)(=O)N4CCOCC4)s3)CC2)cc1	11	3	0.2	-9	9	-5	-2	6	-5
CCOC(=O)/C(=C/c1c2ccccc2cc2ccccc12)NC(=O)c1ccccc1	-5	4	12	-9	6	-10	28	2	-5
FC(F)(F)c1cc(Cl)c2nc(-c3ccco3)c(Cc3ccccc3C(F)(F)F)n2c1	2	8	·	5	·	-9	36	6	4
CCCCCCCCSc1n[nH]c(N)n1	-1	14	-1.0	6	-1	16	-10	3	-2
CN(C)CCCOC(=O)COc1ccc(Br)cc1	-3	13	-2.8	4	4	-12	-1	1	-9

Single records (already shown). Order of screens: CHRM5 antagonist | CHO-K1 Ca PAM | CRFBP-R2 agonist | CHRM5 PAM | CRFR2-BP antag | M4 PAM | TAAR1 antagonist | TAAR1 ag | CHRM5 agonist
Cc1ccc(C)c(S(=O)(=O)Nc2ccccc2C(=O)Nc2cc(C)on2)c1 is listed as 12 | -1 | 20 | -19 | -13 | -4 | 0 | 5 | 4
O=C(Cn1c(C(=O)NCC2CCCO2)cc2sccc21)c1ccccc1 (stereo not drawn) is listed as 7 | 10 | -3.1 | -4 | -7 | -4 | · | · | 3
CC12CC(NC(=O)N1c1ccc(C(=O)N3CCN(c4ccc(F)cc4)CC3)cc1)c1ccccc1O2 (stereo not drawn) is listed as -1 | 15 | -1.1 | 2 | -7 | -3 | 23 | 11 | -1

(further entries)
SMILES	CHRM5 antagonist	CHO-K1 Ca PAM	CRFBP-R2 agonist	CHRM5 PAM	CRFR2-BP antag	M4 PAM	TAAR1 antagonist	TAAR1 ag	CHRM5 agonist
O=C(COc1ccccc1)Nc1ccc(S(=O)(=O)N2CCOCC2)cc1	5	10	1.4	-1	-2	-2	11	7	2
COc1cccc2c1O/C(=N\O)C(C(=O)Nc1cccc(Br)c1)C2 (stereo not drawn)	17	7	-2.9	-2	-5	-1	-6	3	2
C/C(=N/OCO/N=C(\C)c1ccc(F)cc1F)c1ccc(F)cc1F	11	7	-2.3	-8	14	0	-23	3	2
CC1(C)NC(=O)N(CC(O)COc2cccc(F)c2)C1=O (stereo not drawn)	-1	17	-1.4	-1	16	-8	-12	6	3
COC(=O)c1ccc(COc2ccc(C3C4=C(CCCC4=O)Nc4onc(C)c43)cc2)cc1 (stereo not drawn)	10	5	2.2	-5	-11	8	10	12	-2
Cc1ccc(NC(=O)c2cnn(C)c2)cc1[N+](=O)[O-]	8	15	1.5	-10	7	-5	1	-1	0
Cn1c(=O)c2c(nc(CN3CCOCC3)n2CC(O)CO)n(C)c1=O (stereo not drawn)	-4	22	0.7	4	2	10	-11	3	2
CN(C)c1nc(N)nc(CSc2nnnn2-c2cccc3ccccc23)n1	-6	15	-3.1	3	11	-3	-6	10	3
COc1ccc(C(=O)NCCNC(=O)c2cnccn2)cc1	11	21	1.4	2	-7	2	-20	1	-4
CCSc1ccc([C@@H]2[C@@H]3C(=O)N(CC)C(=O)[C@@H]3[C@]3(C(=O)OC)CCCN23)cc1	8	11	-1.2	-3	3	-3	-3	1	0
Cn1ncc2c(Nc3cccc([N+](=O)[O-])c3)ncnc21	-14	-24	-1.1	11	2	2	-21	3	1
COc1cc(C=C2C(=O)OC(C)(C)OC2=O)ccc1OCC(=O)Nc1ccccc1	5	16	-0.2	-1	9	-3	2	5	-2
Cc1cccc(C(=O)Nc2ccccc2C(=O)Nc2ccc(C(=O)O)cc2)c1	1	16	-0.2	4	6	0	19	0	3
CCOc1ccccc1NC(=O)C(OC(=O)c1cc(C)oc1C)c1ccccc1 (stereo not drawn)	-1	30	2.2	-2	50	-6	27	8	-4
Cc1nn2c(C(F)(F)F)cc(-c3ccc(Cl)cc3)nc2c1C(=O)N1CCOCC1	-15	-9	0.8	-3	-20	14	-19	9	0
CC(C)c1nc(NCCO)c(C#N)c2c1CCCC2	5	-3	-1.7	-8	11	-2	-17	1	-4
COC(=O)c1cc(NC(=O)CC2SCCNC2=O)cc(C(=O)OC)c1 (stereo not drawn)	-3	11	1.6	1	-25	17	-9	8	-2
